# Screening results as filed in PubChem BioAssay.
# Cav32 inh – inhibitors of human Cav3.2 T-type calcium channel | AID 449739 | hit rate 4% among 100,000 | B-score at 10 µM | Cav3.2-expressing cells, Fluo-4 calcium fluorescence FDSS; hits give low values | O95180;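 active = single-dose well whose peak fluorescence ratio is a statistical outlier from its plate by either plate-standardised score or position-corrected B-score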
# The depositor's hits bear a star. Some of the compounds tested. The share of hits here may be higher or lower than overall.
# Start of the data: the first 3 entries as a preview:
Cav32 inh	molecule
-0.11	CCO[C@@H]1OC(C(=O)N2CCN(Cc3ccccc3)CC2)=C[C@H](c2cn(C(C)=O)c3ccccc23)[C@H]1CCCO
-0.0026	CCCCSc1nc(C)c(C(C)=O)cc1C#N
-1.6	Cc1onc(-c2c(F)cccc2Cl)c1C(=O)NCC1COc2ccccc2O1 (stereo unspecified)

# Main list, previewed entries included:
Cav32 inh	molecule
-0.11	CCO[C@@H]1OC(C(=O)N2CCN(Cc3ccccc3)CC2)=C[C@H](c2cn(C(C)=O)c3ccccc23)[C@H]1CCCO
-0.0026	CCCCSc1nc(C)c(C(C)=O)cc1C#N
-1.6	Cc1onc(-c2c(F)cccc2Cl)c1C(=O)NCC1COc2ccccc2O1 (stereo unspecified)
1.2	CCC(=O)Nc1ccc(C(=O)CSc2nc3ccccc3cc2CC)cc1
-0.49	CCOc1ccc(C2CC(=O)NC3=C2C(=O)CCC3)cc1 (stereo unspecified)
-0.73	COc1ccc(-n2c(SCC(=O)Nc3nccs3)nc3sc4c(c3c2=O)CCN(C)C4)cc1
0.042	CCc1c(C(=O)Nc2nnc(C3CC3)s2)csc1C
0.66	O=C1CCCC2=C1C(c1ccco1)Nc1ccc3ccccc3c12 (stereo unspecified)
1.4	Cc1ccsc1C1C(C(=O)O)c2ccccc2C(=O)N1C (stereo unspecified)
0.55	O=C(CCC(=O)N(CC(=O)NC1CCCC1)Cc1ccc2c(c1)OCO2)Nc1ccccn1
-0.35	CCOC(=O)c1ccc(NS(=O)(=O)c2cnc[nH]2)cc1
-1.1	CCCN(CCO)Cc1cccc(Oc2ccccc2)c1
-1.5	CCCCCCn1c2c(c(=N)c3c1CCC3)CCC2
0.29	Cc1ccccc1Nc1nc(N)nc(COC(=O)C(NC(=O)c2ccco2)C(C)C)n1 (stereo unspecified)
-0.9	CCSc1nc(C2CC2)cc(-c2cccs2)c1C#N
-0.096	N#C/C=C(/N)c1ccc(Br)cc1
-0.81	Cc1cc(C)c2cc(C(c3nnnn3CC3CCCO3)N3CCN4CCCC4C3)c(=O)[nH]c2c1 (stereo unspecified)
-1.2	CC1(OC(=O)C2CCCC2)C(=O)C=C2C=C(c3ccsc3)N(Cc3ccc4c(c3)OCO4)C=C2C1=O (stereo unspecified)
-0.043	CC(=O)CCN1CCOCC1
1.1	CC(C)C(NC(=O)OCc1ccccc1)C(=O)NCC(=O)OC(C)(C)C (stereo unspecified)

# Continuation.
Cav32 inh	molecule
0.6	CCNC(=S)NC1CC2CCCC(C1)N2Cc1ccco1 (stereo unspecified)
0.11	CCC(=O)NCCSc1c[nH]c2ccccc12
-0.12	CC(C(=O)O)N1C(=O)CSC1=S (stereo unspecified)
0.12	COc1ccc(N2CCCn3c2nc2c3c(=O)n(CCc3ccccc3)c(=O)n2C)cc1
-1.9	COC(=O)c1ccccc1NC(=O)c1ccccc1SC
1.4	COc1cccc(N2C(=O)CC(N3CCc4ccccc43)C2=O)c1 (stereo unspecified)
-3.8	COc1ccc(N2C(=O)N(Cc3ccccc3F)c3ccccc3S2(=O)=O)cc1
-0.32	COc1ccc([C@H]2C=C3CN(C(=O)OC(C)(C)C)S(=O)(=O)[C@H]3C[C@H]2OC(=O)c2ccc(C(F)(F)F)cc2)cc1
-2.7	O=C1NN=C(c2ccc(Cl)cc2)CC1c1cccc(Cl)c1 (stereo unspecified)
0.48	CCOC(=O)N1CCC(NC(=O)Cn2cc3c(n2)CCC(C)C3)CC1 (stereo unspecified)
-0.23	COC(=O)c1cccc(C23CC4(C2)[C@H](CN(C)[C@@H]4c2ccccc2)C3c2ccccc2)c1 (stereo partly specified)
-2.1	CCOC(=O)C[C@H]1c2ccccc2S(=O)(=O)N1c1ccccc1
1.3	COc1ccc(NC(=O)C2CCCN2S(=O)(=O)c2ccc(F)cc2)cc1 (stereo unspecified)
0.44	O=C(NCc1ccccc1)C12CC3CC(CC(C3)C1)C2
0.99	COc1ccc(Cl)cc1N(C)C(=O)CCNC(=O)Cn1cnc2ccccc2c1=O
-6*	COc1cc2c(cc1NC(=O)C(c1ccccc1)c1ccccc1)CCCC2
-0.48	CC(=O)Oc1ccc2occ(C(=O)c3cccs3)c2c1
-0.17	CC1(C)OC(=O)C(=CNn2cnc3ccccc3c2=O)C(=O)O1
-3.9	CC1(C)Oc2ccc3ccc(=O)oc3c2/C(=C/NC2CCCCC2)C1=O
-0.29	CC(=O)Oc1ccc(CCC(C)OC(C)=O)cc1 (stereo unspecified)

# Additional results.
Cav32 inh	molecule
0.42	COc1cc(C)c(N)cc1C(C)C
-0.087	Cc1cccc(OCc2nnc(SCC(=O)Nc3sc(C)c(C)c3C#N)n2C)c1
-1.1	COc1ccc(CN(C(=O)c2oc3ccccc3c2C)C2CCS(=O)(=O)C2)cc1 (stereo unspecified)
-0.07	Cc1ccnc(NC(=O)CCc2c(C)nc3ncnn3c2C)c1
-1.5	COc1cc(S(=O)(=O)NC2CCCC2)ccc1Cl
-0.19	COc1cc(/C=C2\SC(=S)N(Nc3ccccc3)C2=O)cc(OC)c1OC
-1.2	Fc1ccc(Cn2nnnc2CN2CCc3ccccc3C2)cc1
-0.13	COc1cc(NC(=O)c2ccc(C)cc2)c(OC)cc1NC(=O)CN1CCCCC1
0.52	COC(=O)C1=C(C)NC(=O)/C1=C\c1cc(C)n(-c2ccccc2C)c1C
0.25	Cc1c(N=C2C(=O)Nc3ccccc32)c(=O)n(-c2ccccc2)n1C
1.7	COc1ccc(NC(=O)CSc2nnc(C3CCCCC3)o2)c(OC)c1
-0.36	N/C(Cc1cccs1)=N\OC(=O)COc1ccccc1Cl
-2	Cc1ccc(-c2nc(CS(=O)CC(=O)NCCN(CC(C)C)CC(C)C)c(C)o2)cc1 (stereo unspecified)
-1	Cc1cc(C)n(-c2nc(N(c3ccccc3)c3ccccc3)nc(-n3nc(C)cc3C)n2)n1
0.17	Cn1c(Cn2c(=O)sc3ccccc32)nnc1SCc1ccc(F)cc1
1.4	CCOC(=O)c1[nH]c(C)c(C(=O)NC)c1C
0.65	CCCOc1ccc(CSC(CC(=O)O)C(=O)O)cc1 (stereo unspecified)
0.95	CC1=CC(C)(C)NC(=S)N1c1ccc2ccccc2c1
-3.5	COc1ccccc1N=c1oc2c(OC)cccc2cc1C(=O)NCc1ccco1
0.028	COc1cc(OC)cc(C(=O)Nc2nc3ccccc3[nH]2)c1

# The list continues:
Cav32 inh	molecule
-0.11	COc1ccc(CC(=O)OCc2cc3ccccc3[nH]c2=O)cc1
-0.36	O=C(C1=C[C@H](C2CC2)C[C@H](OCCCCO)O1)N1CCN(Cc2ccc3c(c2)OCO3)CC1
0.74	CCCc1nc(SCC(=O)N2CCC(Cc3ccccc3)CC2)c2c(=O)n(C)c(=O)n(C)c2n1
-2.1	c1ccc(-c2noc(COc3ccc4c(c3)OCO4)n2)cc1
0.045	CCCN1C2=C(C(=O)CCC2)C(c2ccc(O)c(Br)c2)C2=C1CCCC2=O
-0.19	CCOC(=O)c1c(-c2cccs2)csc1NC(=O)C(C)(C)C
-0.052	O=C(CSc1nc2c(sc3ccccc32)c(=O)n1Cc1ccccc1)NCC1CCCO1 (stereo unspecified)
-3.3	CCOC(=O)C1=NN(c2cccc(Cl)c2)C2=NC(C)=C(C(=O)OC)C(c3cccs3)N12 (stereo unspecified)
-1.9	CCC(C)c1ccc(OCCn2cc(/C=N/NC(=O)CSc3nnc(C)s3)c3ccccc32)cc1 (stereo unspecified)
0.73	O=S(=O)(Nc1ccccc1)c1ccc(F)cc1
0.56	CCc1ccc(NC(=O)C(C)Nc2ccc(S(=O)(=O)NC(C)=O)cc2)cc1 (stereo unspecified)
-2.2	CCO[C@@H]1OC(C(N)=O)=C[C@H](C2CCCCC2)[C@H]1CCCO
-1.7	O=S(=O)(c1ccc(NC2CCCc3ccccc32)nc1)N1CCOCC1 (stereo unspecified)
-1.2	Cc1noc(C)c1COc1ccc(C(=O)OCC(=O)N2c3ccccc3NC(=O)C2(C)C)cc1
0.22	COc1cccc(CNC(=O)C2CCN(S(=O)(=O)c3ccc4c(c3)CCC(=O)N4)CC2)c1
-0.69	CCO[C@H]1OC(C(=O)N2CCOCC2)=C[C@@H](c2ccc(C(F)(F)F)cc2)[C@@H]1CCCO
0.28	COc1ccc(S(=O)(=O)Cc2ccc(C(=O)N3CCN(C(=O)c4ccco4)CC3)o2)cc1
-2.6	COc1ccccc1C(c1nnnn1CS(=O)(=O)c1ccc(C)cc1)N1CCSCC1 (stereo unspecified)
-5.7*	CC(C)Cc1nc(N2CCN(C(=O)C(C)C)CC2)c(C#N)c2c1CCC2
-1.4	O=C(Cn1ncc2c3ccccc3n(Cc3ccccc3)c2c1=O)N1CCN(c2ncccn2)CC1

# Exported as comma-separated lines: entries from further up
SMILES,Cav32 inh
CC1(C)Oc2ccc3ccc(=O)oc3c2/C(=C/NC2CCCCC2)C1=O,-3.9
Fc1ccc(Cn2nnnc2CN2CCc3ccccc3C2)cc1,-1.2
CCSc1nc(C2CC2)cc(-c2cccs2)c1C#N,-0.9
COc1ccc(Cl)cc1N(C)C(=O)CCNC(=O)Cn1cnc2ccccc2c1=O,0.99
c1ccc(-c2noc(COc3ccc4c(c3)OCO4)n2)cc1,-2.1
N#C/C=C(/N)c1ccc(Br)cc1,-0.096
CCCOc1ccc(CSC(CC(=O)O)C(=O)O)cc1 (stereo unspecified),0.65

# A second format for part of the listing above.
SMILES,Cav32 inh
COc1cc(S(=O)(=O)NC2CCCC2)ccc1Cl,-1.5
COc1cc(/C=C2\SC(=S)N(Nc3ccccc3)C2=O)cc(OC)c1OC,-0.19

# Remaining list, next part.
Cav32 inh	molecule
0.0013	Cc1cc(C)n(C(=O)c2ccc(S(=O)(=O)NCC3CCCO3)cc2)n1 (stereo unspecified)
0.21	O=C(OCn1ncc(Br)c(Br)c1=O)c1ccc(F)cc1
-0.67	COc1ccc(C(=O)CC(Nc2ccc([N+](=O)[O-])cc2)c2ccc(OC)cc2)cc1 (stereo unspecified)
-2.5	Cc1ccc(S(=O)(=O)NNC(=O)c2cc3cc4ccccc4nc3s2)cc1
-0.91	Cc1ccc(-c2nc3sc4c(N)ncnc4c3c3c2CCCC3)cc1
1.2	Cc1cccc(-n2cnc(C(=O)N/N=C/c3ccccc3)c2)n1
0.026	Cc1cc(OC(C)C)c2c(-c3ccccc3)cc(=O)oc2c1
-0.0075	CCC(Sc1ncnc2c1nnn2-c1ccc(F)cc1)C(=O)OC (stereo unspecified)
-0.8	CCC(CC)c1nnc(NC(=O)CS(=O)(=O)Cc2ccccc2)s1
-1.7	CCN(CC)c1nc(C#N)nc(N(CC)CC)n1
-5.2*	O=C1c2ccccc2C(Nc2cccc(C(F)(F)F)c2)N1Cc1ccco1 (stereo unspecified)
-0.13	O=C1CCCc2c1cc(C(=O)Nc1ccc(Cl)cn1)c(=O)n2-c1ccccc1
0.26	OCc1cc(CO)c(O)c(CCc2ccccc2)n1
-0.28	c1ccc(-c2nnc(N3CCOCC3)nc2-c2ccccc2)cc1
0.6	COCCn1c(C)cc(C(=O)COC(=O)CCN2C(=O)c3ccccc3C2=O)c1C
0.16	CC(C)C(=O)Nc1cccc(C(=O)Nc2ccccc2C(=O)O)c1
-0.12	CCOC(=O)c1sc2nc3n(c(=O)c2c1C)CCCCC3
0.65	CCOC(=O)c1c(NC(=O)COC)sc(C(C)=O)c1C
-0.55	CCCCn1nc2cc(C(=O)N(CC)c3ccc(OC)cc3)ccc2c1OCC
-1.3	Brc1ccc(-c2nnc(-c3ccc4c(c3)OCO4)o2)o1

# Next part.
Cav32 inh	molecule
-0.056	O=C(CCSCCC(=O)N1CCCC1)N1CCCC1
-0.98	Cc1nn(C(=O)c2ccc3c(c2)OCO3)c(N)c1-c1ccccc1
0.7	CC(=O)c1ccccc1OC(=O)c1ccco1
-0.46	CN1CCN(CCC(=O)Nc2ccc(OCc3ccccc3)cc2)CC1
0.84	CC(=O)NCCN=Cc1sc2ccccc2c1O
-0.28	Cc1ccc(-c2nc(NC(=O)CSc3nnnn3-c3ccccc3)ns2)cc1
-0.0063	Cc1ccc2ncnc(NCCC(=O)O)c2c1
-0.018	COc1ccc(OCc2nnc(SCC(N)=O)n2N)cc1
0.54	Nc1ccc(-c2cnc(-c3ccc(N)cc3)nc2)cc1
-5.2	CCOC(=O)N1CCN(C(=O)CS(=O)(=O)c2cn(Cc3ccc(Cl)cc3)c3ccccc23)CC1
0.062	CCCC(c1nnnn1CCc1ccccc1)N1CCC(C(N)=O)CC1 (stereo unspecified)
0.0076	CN(C1CCCCC1)S(=O)(=O)c1ccc(S(=O)(=O)N2CCN(C(=O)c3ccccc3F)CC2)cc1
-0.74	COc1ccccc1N1CCN(C(=O)Cn2nnc(-c3cccs3)n2)CC1
-3.8	Cc1c(Cl)cccc1N1C(=O)CC(N(O)c2ccccc2)C1=O (stereo unspecified)
0.54	COc1ccc(C(=O)Nc2cccc(N(C)S(C)(=O)=O)c2)cc1OC
0.58	CCOC(=O)Cc1nnc(Nc2cccc(O)c2)c2ccccc12
0.6	Cn1c(SCC(=O)N2CCOCC2)nc2cccnc21
-1.1	Cc1nc2nc(COc3ccccc3)[nH]n2c(=O)c1Cc1ccccc1
0.42	Cc1cccc2nc(CSc3ccccc3N)cn12
0.62	CC12CCC(c3c(C(=O)O)nn(-c4ccc(F)cc4)c31)C2(C)C (stereo unspecified)

# (list continues)
Cav32 inh	molecule
-4.3*	CC(C)(C)n1nnnc1C(c1ccc(C(F)(F)F)cc1)N(Cc1ccc(F)cc1)Cc1ccco1 (stereo unspecified)
-0.78	COc1ccc(Br)cc1/C=C/C(=O)Nc1c(C)cccc1C
0.24	CCOc1cc2[nH]c(=S)n(CCCN3CCCC3=O)c(=O)c2cc1OCC
0.23	COC(=O)CC1SC(=O)NC1=Nc1cccc(C)c1 (stereo unspecified)
-0.1	CCOC(=O)c1c(N)c(C#N)cn1-c1ccccc1
0.26	COC(=O)c1cccc(Nc2ncnc3ccc(C)cc23)c1
-0.74	Cc1nc2ncnn2c(Nc2ccc3c(c2)OCO3)c1Cc1ccccc1
1.4	Cc1nc2ccccc2c2oc(C(=O)NCCN3CCCCC3C)cc12 (stereo unspecified)
0.48	Cc1nnc(SCC(=O)c2c(N)n(C)c(=O)n(C)c2=O)n1Cc1ccccc1
